GRIN3A LBD mod = NR3A (human) ligand-binding domain modulation. NR3A LBD differential scanning fluorimetry, Tm shift; 0% = protein alone, 100% = glycine-bound protein. Tm shift relative to glycine control, % at 25 µM. 2.5% of 340,000 active. AID 1259313;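 active = melting temperature shift of at least 10% of the positive control shift, at one fixed dose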
CCR6 antag = CCR6 (human) receptor antagonism | P51684 | CHO-K1 CCR6 PathHunter beta-arrestin, luminescence, CCL20-stimulated | inhibition, % at 20 µM | 0.49% of 340,000 active | AID 493098;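 active = compounds whose inhibition of the agonist-driven luminescence signal at 20 µM reaches about 50%, limit read from the data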;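 also: cells stimulated with CCL20 at 14 nM final; plate controls were DMSO with CCL20 for no effect and DMSO without agonist for full effect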
MPTP block = blocks calcium-induced mitochondrial swelling. isolated mouse mitochondria, Ca2+ swelling absorbance, 30 min. inhibition, % at 10 µM. 1.4% of 360,000 active. AID 602449;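 active = inhibition of 50% or more, scaled per plate between neutral and stimulator controls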;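 also: 0% = DMSO wells given calcium and 100% = 1 mM EGTA wells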
Gli-Sufu block = Gli-Sufu pathway antagonism | 0.74% of 340,000 active | inhibition, % at 5 µM | Sufu-KO-LIGHT fibroblasts, Gli luciferase reporter luminescence;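 active = inhibition above about 55%, limit read from the data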;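 also: 0% = DMSO-treated cells and 100% = wells with medium but no cells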
A3A deaminase = blocks human APOBEC3A ssDNA deamination | P31941 | 0.41% of 330,000 active | inhibition, % at 20 µM | recombinant A3A, FAM/TAMRA ssDNA deamination fluorescence | AID 493011;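 active = at least 40% inhibition at 20 µM here, with at most 30% in a related deaminase screen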;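 also: plate controls were A3A with DMSO for no effect and wells lacking A3A enzyme for full effect; some results filed as inactive read as strong as hits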
Target sequence (P31941 whole entry, looked up): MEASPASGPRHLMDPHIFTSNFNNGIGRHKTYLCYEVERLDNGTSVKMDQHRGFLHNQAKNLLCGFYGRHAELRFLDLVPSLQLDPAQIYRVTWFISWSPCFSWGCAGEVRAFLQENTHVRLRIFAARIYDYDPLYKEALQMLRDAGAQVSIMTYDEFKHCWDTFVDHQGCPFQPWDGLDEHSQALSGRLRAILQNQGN
CXCR6 block = blocks human CXCR6 beta-arrestin recruitment. O00574. inhibition, % at 20 µM. CHO-K1 PathHunter CXCR6 beta-arrestin, luminescence. 0.36% of 360,000 active. AID 602244; in the data active = inhibition above about 34%, passing the limit was not always enough;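 also: antagonist mode with CXCL16 agonist at 10 nM final; 0% = 10 nM CXCL16 with DMSO and 100% = unstimulated wells without agonist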
APOBEC3G inh = blocks human APOBEC3G single-stranded DNA deamination; Q9HC16; AID 493012; inhibition, % at 20 µM; recombinant A3G, ssDNA deamination FAM/TAMRA fluorescence; 0.28% of 330,000 active;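 active = inhibition of at least 40% at 20 µM, with no more than 30% in the related APOBEC3A deaminase screen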;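 also: plate controls were DMSO wells with A3G for no effect and wells lacking A3G enzyme for full effect; some compounds called inactive have numbers as strong as hits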
Target sequence (Q9HC16 whole entry, looked up): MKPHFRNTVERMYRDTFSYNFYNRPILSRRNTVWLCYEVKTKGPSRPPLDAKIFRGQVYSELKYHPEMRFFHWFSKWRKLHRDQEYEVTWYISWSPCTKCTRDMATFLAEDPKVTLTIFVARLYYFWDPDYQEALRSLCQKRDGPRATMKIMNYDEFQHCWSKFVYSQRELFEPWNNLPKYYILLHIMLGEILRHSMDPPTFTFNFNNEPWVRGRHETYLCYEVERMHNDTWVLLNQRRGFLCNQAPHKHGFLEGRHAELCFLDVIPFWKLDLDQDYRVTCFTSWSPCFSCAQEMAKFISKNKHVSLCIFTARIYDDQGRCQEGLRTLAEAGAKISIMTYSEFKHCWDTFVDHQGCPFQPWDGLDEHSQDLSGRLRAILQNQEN
EBI2 block = blocks human EBI2 receptor beta-arrestin signaling. AID 651636. 0.81% of 360,000 active. EBI2 beta-arrestin recruitment, luminescence, 7a,25-OHC stimulated. inhibition, % at 5 µM. P32249; in the data active = inhibition above about 38%;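 also: enzyme fragment complementation signal reports receptor beta-arrestin coupling in cells; 0% = agonist plus DMSO wells and 100% = wells without agonist; some results beyond the cut were filed as inactive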
Target sequence (P32249 whole entry, looked up, the tested form may be a part): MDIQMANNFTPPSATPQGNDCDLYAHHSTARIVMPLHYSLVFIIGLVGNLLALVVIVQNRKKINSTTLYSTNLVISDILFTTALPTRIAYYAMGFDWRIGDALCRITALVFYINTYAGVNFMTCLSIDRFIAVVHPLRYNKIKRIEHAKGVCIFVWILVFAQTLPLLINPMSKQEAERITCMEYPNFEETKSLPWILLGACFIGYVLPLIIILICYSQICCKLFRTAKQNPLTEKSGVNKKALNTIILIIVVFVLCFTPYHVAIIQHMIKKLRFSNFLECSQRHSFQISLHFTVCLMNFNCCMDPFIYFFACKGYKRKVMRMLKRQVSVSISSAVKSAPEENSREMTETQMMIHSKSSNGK
* marks the source's active call; other numbers are inactive results; / = no result given.

Values run as follows: GRIN3A LBD mod	CCR6 antag	MPTP block	Gli-Sufu block	A3A deaminase	CXCR6 block	APOBEC3G inh	EBI2 block
- CCNC(=O)C1CCCN1S(=O)(=O)c1ccc(OC)cc1 (centres undefined)
    0	9	0.4	4	0	8	0	1
- Cc1ccc(C(C)C)c(OCC(=O)NS(=O)(=O)c2ccc(Cl)cc2)c1
    -1	6	5.2	-1	-2	2	-7	-6
- COc1ccc(C(=O)NC2CCCCCC2)cc1S(=O)(=O)Nc1ccc(Br)cc1
    -1	-21	0.5	-15	-5	12	-5	15
- O=C(NC1CCCN(c2ccc(C(F)(F)F)cn2)C1)c1ccncc1 (centres undefined)
    1	-10	0.4	3	-6	12	-10	10
- CCOC(=O)C1CCN(Cc2cc(=O)n3c(-c4ccccc4)csc3n2)CC1
    -1	2	1.1	-2	0	-13	-4	10
- CN(C)c1ccc(N=Nc2cccc(F)c2)cc1
    1	35	-0.1	-34	6	22	14	19
- Cc1ccc[n+](CC(=O)Nc2cc(C(F)(F)F)ccc2N2CCOCC2)c1
    0	-2	-2.0	-20	48*	2	11	-5
- O=C(c1ccoc1)N1CCCC(CO)(CCCc2ccccc2)C1 (centres undefined)
    -1	3	1.8	-6	0	8	-4	2
- Cc1cc(Br)cc(C)c1NC(=S)NC(=O)CC(C)C
    2	4	5.0	4	0	11	-1	16
- O=C(NCCCN1CCCC1=O)C(=O)NCC1OCCCN1S(=O)(=O)c1cc(F)ccc1F (centres undefined)
    -1	17	-0.5	-4	3	8	1	10
- C(=C\c1ccc2ccccc2n1)/c1ccccc1
    -20	2	0.8	-81	-1	-7	-5	14
- Cc1ccc(CNC(=O)c2cc3c(-c4ccc(Cl)cc4)nn(C)c3s2)o1
    -3	11	1.9	9	-2	5	-5	29
- Cc1ccccc1C(=O)NCC(=O)NNC(=O)c1cccc(Cl)c1
    -2	10	0.3	-1	-1	-1	-6	-1
- Cc1cc(C)n(CCC(=O)N=Nc2c(O)[nH]c3ccccc23)n1
    -1	10	-0.7	-2	0	8	-9	-10
- O=C(O)c1ccc(CNCc2ccc(Cl)cc2)cc1
    -13	0	-1.6	24	-2	-3	-7	-7
- CN(C)c1ccc(C2OC(=O)C(C)(C)C(=O)C2(C)C)cc1 (centres undefined)
    -3	14	-0.7	4	-6	3	-6	-3
- COC(=O)CN1C(=O)[C@H]2[C@@H](c3ccc(C)o3)N3C(=O)CN(Cc4ccccn4)C(=O)[C@@]3(Cc3ccccc3)[C@H]2C1=O
    3	7	-0.3	-4	-6	8	-13	3
- COC(=O)C1=C(C)NC(=O)CC1c1ccc(C(=O)OC)cc1 (centres undefined)
    1	-27	0.5	5	6	-10	-3	-11
- Cc1nn(C(C)C(=O)NCCc2ccccc2)c(=O)c2cc3occc3n12 (centres undefined)
    -1	18	1.0	2	1	-3	1	-5
- O=C(COC(=O)CCC(=O)c1cccs1)Nc1ccccc1C(F)(F)F
    1	12	0.1	3	-1	-10	-3	-10
- CCc1ccc2oc(=O)cc(CN3CCC(C)CC3)c2c1
    0	13	-0.3	6	1	-2	0	7
- N#Cc1ccccc1NC(=O)CSc1nnc(-c2ccccc2)n1-c1ccccc1
    1	15	0.3	-25	-2	12	-7	1
- C=C(C)Cn1c(CNC(C)=O)nc2ccccc21
    -1	2	0.4	9	-2	-1	-7	-2
- CSC1=N/C(=C\c2ccc(C)cc2)C(=O)S1
    3	22	0.1	-3	-1	3	-5	0
- O=C(NCCCNC(=O)c1ccc(F)cc1)c1ccc(F)cc1
    1	8	0.8	-1	-1	1	-3	-2
- Cc1nc(-c2ccccc2)sc1C1(C)CC(c2ccccc2F)=NO1 (centres undefined)
    0	0	-2.0	-17	0	4	2	10
- CCSc1nnnn1-c1ccccc1
    1	12	-0.4	31	-1	-1	-4	0
- CC1(C)CC(N2CCCC2)=CC(=[N+]2CCCCC2)C1
    0	-10	1.8	82*	51*	8	19	-3
- O=C(c1cc(COc2cccc(C(F)(F)F)c2)on1)N1C[C@@H]2CCC[C@H]1C2
    -1	23	1.7	3	-3	2	-7	-8
- CC(NC(N)=O)C(=O)Nc1ccc(Cl)c(S(=O)(=O)Nc2ccc(Br)cc2)c1 (centres undefined)
    -1	0	-1.3	-11	1	0	-8	11

Compound profiles, as listed above.
`Cc1cc(Br)cc(C)c1NC(=S)NC(=O)CC(C)C` reads GRIN3A LBD mod: 2; CCR6 antag: 4; MPTP block: 5.0; Gli-Sufu block: 4; A3A deaminase: 0; CXCR6 block: 11; APOBEC3G inh: -1; EBI2 block: 16
`CN(C)c1ccc(N=Nc2cccc(F)c2)cc1` reads GRIN3A LBD mod: 1; CCR6 antag: 35; MPTP block: -0.1; Gli-Sufu block: -34; A3A deaminase: 6; CXCR6 block: 22; APOBEC3G inh: 14; EBI2 block: 19

The listing continues.
Values run as follows: GRIN3A LBD mod	CCR6 antag	MPTP block	Gli-Sufu block	A3A deaminase	CXCR6 block	APOBEC3G inh	EBI2 block
- Cc1ccc(NC(=O)CSc2nc(N)cc(=O)[nH]2)cc1S(=O)(=O)N1CCCCCC1
    0	13	0.6	5	0	-3	-4	3
- O=C(c1ccc(Cl)nc1)N1CCC(Cc2ccccc2)CC1
    -2	5	0.9	3	4	-2	-1	25
- CCN1C(=O)/C(=C\c2ccco2)C(C(=O)OC)=C1C
    -1	2	0.7	4	2	9	0	5
- Cc1ccc(N2C(=O)CC(Sc3ncccc3C(=O)O)C2=O)cc1 (centres undefined)
    -1	-4	-1.0	-3	1	-3	0	0
- O=C(NCCCCCCNC(=O)OC1CCS(=O)(=O)C1)OC1CCS(=O)(=O)C1 (centres undefined)
    1	-2	1.1	1	1	-2	-3	4
- COc1ccc(NC(=O)c2ccco2)cc1S(=O)(=O)N1CCOCC1
    -1	6	1.4	-3	0	-1	0	3
- Oc1c(Br)cc(Br)cc1/C=N/n1c(-c2ccccc2)n[nH]c1=S
    -3	26	-1.6	6	-5	19	27	-8
- O=C(Nc1ccccc1Cl)NC1CCCCCCC1
    -2	-2	-0.9	-18	1	-16	1	0
- Cc1ccc2nc(-c3ccc(SCC(=O)N4CCc5ccccc54)nc3)[nH]c2c1
    23*	-1	3.9	-48	-6	-11	-11	9
- Cc1cccc(NC(=O)C2CCN(S(=O)(=O)c3cccs3)CC2)c1
    2	2	1.5	10	5	-4	-1	4
- Cn1cc(/C=C2\SC(=S)N(N3CCOCC3)C2=O)c2ccccc21
    3	7	-2.7	-2	4	-2	-3	3
- CN(CCOc1ccccc1)CC(=O)Nc1ccc([N+](=O)[O-])cc1Cl
    -5	16	-0.1	-17	1	-12	-4	-2
- Cc1c(C(=O)N2CCN(c3ccc(F)cc3)CC2)sc2nc(-c3ccccc3)cn12
    -4	5	2.1	4	1	-4	1	11
- CCCOC(=O)Nc1sc2c(c1C(=O)OCC)CCC2
    2	10	1.2	-3	-4	0	-5	0
- CC(=O)Nc1nonc1-n1nnc(C(=O)NCc2ccccc2)c1C
    1	8	-0.2	-1	4	-4	1	1
- Cc1ccc(CC2C(=O)N(c3cc(C)ccc3C)C(=O)C2C)cc1 (centres undefined)
    1	4	0.0	33	-3	-8	-5	-7
- O=C(O)CC1(CC(=O)N2CCC(C(=O)O)CC2)CCCC1
    2	-2	0.3	21	-7	-1	-9	13
- CCc1nnc(NC(=O)c2cccc(S(=O)(=O)N(C)c3ccccc3)c2)s1
    -2	6	3.1	11	-1	-6	-2	-19
- CCC(c1nnnn1C1CCCCC1)N1CCN(C(=O)c2ccco2)CC1 (centres undefined)
    -5	5	-0.7	-16	-2	-2	-7	2
- Cc1cc(C)c(C)c(C(=O)C(=O)c2ccccc2)c1
    -3	10	-0.3	-12	/	-1	/	0
- COCCNC(=O)/C(C#N)=C/c1cn(CC(=O)NCc2ccco2)c2ccccc12
    0	6	-0.1	3	-2	4	-8	5
- C=CCC(C)(NCc1ccccc1)c1ccc(C)cc1 (centres undefined)
    -11	15	14	19	0	8	1	2
- O=C(Cc1ccccc1)Nc1ccccc1C(=O)N1CCCCCC1
    -1	-1	-2.1	-15	1	-2	-6	2
- CCOc1ccc2oc(C(=O)OCC(=O)NC(=O)NC)c(C)c2c1
    -1	3	2.7	-12	-2	0	-6	11
- Cc1ccc(C(C)C)c(OCC(=O)Nc2ccc(N3CCN(S(C)(=O)=O)CC3)cc2)c1
    3	3	5.2	-1	-2	-12	-1	-2
- CN1CCN(S(=O)(=O)c2ccc(SCCOc3ccc(Cl)cc3)nc2)CC1
    -1	5	-0.2	6	-4	-8	-8	24
- Cc1cc(N/C=C\c2nnnn2-c2ccc(F)cc2)no1
    -3	17	0.6	25	-7	-12	-11	-1
- CCOC(=O)C1CCN(C(=O)CNC(=O)c2nn(-c3ccc(OC)cc3OC)c(=O)c3ccccc23)CC1
    1	23	0.2	-8	1	6	-4	-9
- O=C(CN1C(=O)NC2(CCCC2)C1=O)Nc1cc(C(F)(F)F)ccc1N1CCOCC1
    4	-1	0.6	-3	-4	2	-5	7
- Clc1nc(NCc2ccco2)nc(N2CCCCC2)n1
    -1	-3	1.8	4	-2	2	-5	-10
- COc1cccc(NC(=S)NC2CC(C)(C)NC(C)(C)C2)c1
    0	-7	-0.3	5	0	-6	-4	-2
- CCCn1c(-c2ccc(F)cc2)cnc1SCC(=O)O
    -4	9	-2.3	15	0	1	0	-3
- O=S(=O)(c1ccc2c(c1)OCCO2)N1CCC(n2cnc3cc(F)ccc32)CC1
    -2	8	6.8	10	5	-10	-3	2
- CCn1c(=O)c([N+](=O)[O-])c(NCCCn2ccnc2)c2ccccc21
    1	12	0.4	1	4	-4	2	-3
- CCCNC(=O)CSc1nc(Cc2ccccc2)nc2ccccc12
    -1	17	0.5	5	4	5	-4	2
- CCCCn1c(=O)nc2n(-c3ccccc3)c3ccccc3cc-2c1=O
    1	14	1.2	19	0	7	-3	-19
- CCOc1ccc(CCNC(=O)CN2C(=O)NC3(CCCCC3)C2=O)cc1OCC
    -1	-3	-2.1	-7	-4	5	-9	-2
- COc1cccc(C(=O)NC(C)CCc2ccccc2)c1 (centres undefined)
    0	4	1.3	40	-6	0	6	8
- Cc1cccc(C)c1OCC(O)CNS(=O)(=O)c1ccccc1C(=O)N1CCOCC1 (centres undefined)
    -2	10	0.5	4	/	1	/	-6
- NC(=O)c1ccsc1NC(=O)COC(=O)c1ccccn1
    0	3	-0.7	-6	-5	-6	-9	-7
- COc1ccc(C(=O)Nc2c3c(nn2-c2ccc(Cl)cc2)CS(=O)(=O)C3)cc1
    -1	10	0.8	-10	-6	11	-6	8
- COc1ccc(Cc2nn[nH]n2)cc1
    -1	-5	-0.8	3	-6	-4	-6	-12
- O=C(CSc1nc2ccccc2s1)Nc1ncccn1
    0	5	-4.8	-1	-4	-7	-5	-8
- O=C(CCSCCC(=O)NCCN1CCOCC1)NCCN1CCOCC1
    9	-4	0.3	4	-1	2	-2	-3
- CC(C)OC(=O)C(C)Nc1n[nH]c(=S)[nH]c1=O (centres undefined)
    1	6	-2.5	-23	-4	6	-9	3
- CN(C)c1ccc(-c2n[nH]c(=S)n2-c2ccccc2)cc1
    0	-6	0.6	19	-2	-2	22	1
- O=C(CSCCN1C(=O)c2ccccc2C1=O)Nc1ccc2ccccc2c1
    -13	12	15	-29	1	-9	-3	-2
- Cc1ccc(NC(=O)CCSc2nnc3ccccn23)cc1
    0	-9	-0.7	2	0	0	-1	-1
- COc1ccc(CCNC(=O)CN(CCc2ccccc2)S(C)(=O)=O)cc1
    0	5	-2.2	0	-1	8	-6	14
- CCc1nn(C(CC)C(=O)NCc2cccc(OC)c2)c(=O)c2cc3occc3n12 (centres undefined)
    0	13	0.5	-14	-7	1	-8	9
- O=C(/C=C/c1ccc(F)cc1)OCC(=O)c1ccc[nH]1
    0	9	-1.9	-3	-4	-6	-9	13
- Cc1ccc(NC(=O)c2cc(C)nc3ccccc23)cc1
    3	7	0.2	30	4	6	1	1
- COc1ccc(-c2csc(NNC3=NCCCCC3)n2)cc1
    0	24	/	-12	-1	/	-4	/
- S=C1CCC(c2ccc(Cl)cc2)=NN1c1ccccc1
    0	10	1.3	-2	-4	0	-4	18

Screens as filed in PubChem.
